HIF act – HIF pathway transcriptional activators, primary screen, cell-based, U2OS HRE-luciferase, luminescence. U2OS HRE-luciferase reporter; normalized: DMSO 0%, desferrioxamine 100%. activation, % at 7.5 µM (by protocol). 300,000 compounds, 0.32% hits. AID 1910, 2009;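 active means mean activation of at least 10% of the iron chelator positive control signal, with at least half of replicates also reaching 10%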
IEC-6 tox – cytotoxicity in IEC-6 intestinal epithelial cells, primary screen, cytotoxicity control for KLF5 inhibitor project, cell-based, luminescence. IEC-6 cytotoxicity, luminescence viability. inhibition, % at 5 µM. 290,000 compounds, 0.78% hits; in the data active means inhibition above about 22%;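 further: 0% = plate median of test compound wells and 100% = cytotoxic reference compound wells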
KLF5 inhibitor – KLF5 expression inhibitors, primary screen, DLD-1 cells, luminescence. DLD-1 KLF5 promoter-luciferase reporter. inhibition, % at 5 µM. 290,000 compounds, 0.23% hits. AID 1700, 2009;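 active means inhibition above a per-plate limit of that plate's mean compound inhibition plus 3 SD, cut at about 60% in these data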;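 further: 0% = DMSO wells and 100% = LY294002 at 200 µM; higher means less KLF5 promoter-driven luciferase light; inactives centre near -14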
HSF1 inh – HSF1 inhibitors in luciferase reporter cells, primary screen, cell-based, NIH3T3, luminescence; NIH3T3-HGL HSE-luciferase, MG132-induced, luminescence 8 h; stronger effect = lower value; activity change, negative = inhibition, % at 7.5 µM (by protocol); 300,000 compounds, 0.77% hits; AID 2098, 2009;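 active means more than half of replicate wells show activity change below -50%, luminescence cut by over half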;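 further: luciferase reports HSF-1 transcriptional activity via heat shock element; 0% = median of DMSO wells and -100% = zero luminescence signal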
HSF1 activator – HSF-1 activators, primary screen, NIH3T3-HGL cells, MG132 stress, luminescence, single point | NIH3T3-HGL HSF-1 luciferase reporter, 8 h; 100% = twice DMSO control signal | activation, % at 9 µM | 300,000 compounds, 1.7% hits;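 active means mean replicate activation of at least 50% with a set share of replicates each reaching 50%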;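 further: 0% = median of the neutral control wells and 100% = twice that signal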
AI-2 QS mod – Vibrio harveyi AI-2 quorum sensing modulators, primary screen, JMH597 strain, luminescence/OD600 ratio; 300,000 compounds, 0.4% hits; activity change, % at 7.5 µM; Vibrio harveyi JMH597 AI-2 luminescence/OD600 ratio, 9 h; stronger effect = lower value; strain lacks LuxN and CqsS sensors; 0 = neutral-control median; in the data active means activity change below about -75%, passing the limit was not always enough;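 further: luminescence divided by OD600 gain over 9 h not by final OD600 alone; inactives centre near 13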
HSP90 refold inh – HSP90 inhibitors, primary screen, cell lysate, luminescence; 290,000 compounds, 0.91% hits; Rabbit reticulocyte lysate, luciferase refolding luminescence, 3 h; AID 1789, 2009; inhibition, % at 5.6 µM; Heat shock protein HSP 90 (rabbit reticulocyte lysate; luciferase refolding);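 active means inhibition above the screen-wide mean plus 3 SD, computed separately per campaign, cut at about 16% in these data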;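 further: 0% = DMSO wells and 100% = 60 µM geldanamycin wells; inhibitors lower the luminescence because luciferase stays unfolded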
aSyn 5UTR inh – MLPCN primary screen, SNCA 5' untranslated region; inhibition, % (tested at 7.5 µM); alpha-synuclein 5'UTR reporter, inhibitor activity; 300,000 compounds, 0.82% hits; AID 1813, 2009; in the data active means inhibition above about 60%;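 further: H4 neuroglioblastoma cells stably carrying SNCA 5'UTR luciferase fusion; 0% = DMSO wells and 100% = positive control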
HDAC3 inhib – HDAC3 deacetylase inhibitors, primary screen, biochemical, fluorescence, cell-free homogeneous; Histone deacetylase 3 (Homo sapiens), O15379; recombinant HDAC3, fluorogenic peptide/trypsin coupled; inhibition, % at 8.3 µM; 320,000 compounds, 0.15% hits; AID 2718, 2010; in the data active means inhibition above about 26%, passing the limit was not always enough
Target sequence (O15379 whole entry, looked up): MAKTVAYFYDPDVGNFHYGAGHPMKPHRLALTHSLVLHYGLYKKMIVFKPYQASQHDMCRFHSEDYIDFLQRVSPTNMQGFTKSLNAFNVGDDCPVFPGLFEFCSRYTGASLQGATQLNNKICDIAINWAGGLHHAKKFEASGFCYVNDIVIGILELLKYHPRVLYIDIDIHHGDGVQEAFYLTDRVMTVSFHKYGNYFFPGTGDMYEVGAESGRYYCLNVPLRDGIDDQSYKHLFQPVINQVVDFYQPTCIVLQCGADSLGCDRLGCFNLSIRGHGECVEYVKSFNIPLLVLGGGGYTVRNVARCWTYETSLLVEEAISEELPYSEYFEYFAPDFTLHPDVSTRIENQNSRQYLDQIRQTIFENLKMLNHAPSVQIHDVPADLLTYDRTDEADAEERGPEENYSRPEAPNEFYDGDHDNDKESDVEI
Platelet DG rel – inhibitors of platelet dense granule secretion, primary screen, cell-based, MLPCN, human platelets | human platelet-rich plasma, SFLLRN dense granule ATP release, luminescence | inhibition, %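 (compounds screened at 7.5 µM in platelet-rich plasma)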 | 300,000 compounds, 0.22% hits;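 active means mean replicate score, as percent of positive control, at or above 50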
* = called active by the depositor; · = not tested or not shown.

SMILES | HIF act | IEC-6 tox | KLF5 inhibitor | HSF1 inh | HSF1 activator | AI-2 QS mod | HSP90 refold inh | aSyn 5UTR inh | HDAC3 inhib | Platelet DG rel
CCc1nnc(NS(=O)(=O)c2ccc(N3C(=O)c4ccccc4C3=O)cc2)s1 | 0.3 | -8 | -24 | -1 | 10 | 22 | 2 | 16 | 13 | 6
O=C(COC(=O)/C=C/c1ccc([N+](=O)[O-])cc1)NCc1ccco1 | 0.0 | 2 | 12 | -4 | 0 | 16 | 3 | 15 | 5 | 7
CC(C(=O)Nc1ccc(O)cc1C(=O)O)N1C(=O)/C(=C\c2cccs2)SC1=S (stereo not drawn) | 0.0 | -8 | -17 | -1 | -22 | 8 | 1 | 7 | 6 | 10
N/C(Cc1ccccc1Sc1ccccc1)=N\O | -0.1 | 2 | -21 | 3 | -2 | 11 | -4 | -2 | -2 | 11
CCc1noc(C)c1C(=O)N1CCCC(C(=O)c2cc(F)ccc2F)C1 (stereo not drawn) | -0.3 | 0 | -13 | -7 | -7 | 11 | -2 | 4 | -2 | -1
O=C(Nc1cccnc1)c1ccc(F)cc1 | 1.0 | -3 | -26 | -1 | -6 | 4 | 0 | -5 | -1 | 7
CCCCn1c(N)c(N(CCC(C)C)C(=O)C2CC(=O)N(CCc3ccc(OC)c(OC)c3)C2)c(=O)[nH]c1=O (stereo not drawn) | 0.3 | · | · | 0 | -8 | 33 | · | 0 | 3 | 29
CCOCCOC(=O)c1ccc(-n2cncn2)nc1 | -0.2 | -3 | -11 | -86* | -89 | 12 | -6 | -10 | 5 | -3
N#Cc1ccccc1NC1=CC(=O)CCC1 | 0.3 | -3 | -17 | -1 | -4 | 12 | 3 | -11 | 2 | 1
Cc1cccc([N+](=O)[O-])c1NC(=O)COC(=O)C1CC2CCCC(C1)C2=O (stereo not drawn) | -0.9 | · | · | -3 | -10 | 30 | · | 3 | 4 | -5
CN1CCN(c2nc3c(c(=O)[nH]c(=O)n3C)n2CCSc2nnnn2-c2ccccc2)CC1 | 0.3 | -2 | 8 | -6 | 1 | 35 | 3 | 17 | 0 | 15
O=C(CNc1c(Br)cc(Br)cc1Br)NN=C1CCCCC1 | -0.2 | 0 | -2 | -7 | 7 | 23 | 1 | 17 | 1 | -7
COc1ccc(/C=N/NC(=O)CCc2nc3ccccc3[nH]2)cc1 | -0.4 | -1 | -56 | -21 | -36 | 20 | 2 | -26 | 4 | -11
O=C(Cn1nc(C(F)(F)F)c2c1CCCC2)NCc1ccco1 | 0.0 | 2 | -3 | 3 | 19 | 21 | 2 | -23 | 9 | -1
COc1cccc(CN2CCN(Cc3cc(OC)c(OC)cc3OC)CC2)c1 | -0.4 | 0 | -23 | -5 | 13 | 25 | 4 | 12 | · | -2
COc1ccc(CC(=O)NC(C)c2nnc(SCCC(=O)Nc3ccccc3)n2C)cc1 (stereo not drawn) | -0.1 | 5 | -15 | -3 | -1 | 7 | 10 | 5 | 2 | 28
O=C(CSc1ccc2c(c1)OCCO2)NCc1ccco1 | 0.0 | 1 | -15 | 7 | 7 | 6 | 0 | 11 | -5 | 6
S=c1nc(-c2ccccc2)n(-c2ccccc2)[nH]1 | 2.0 | -14 | -9 | 1 | 17 | 18 | -1 | -14 | 16 | -1
CC(C)NC(=O)c1onc(CSc2ccc(F)c(F)c2)c1C(=O)NC(C)C | -0.8 | · | · | 24 | 26 | 3 | · | 20 | 6 | 2
CC(=O)Oc1cccc(N2C(=O)C3CC=CCC3C2=O)c1 (stereo not drawn) | -0.4 | 2 | -12 | -6 | -16 | 10 | 1 | 3 | 1 | -2
CCOC(=O)CC(=O)CSC1=C(C#N)C(c2ccccc2OC)CC(=O)N1 (stereo not drawn) | -0.4 | 1 | 2 | -3 | 16 | 17 | 1 | -2 | 0 | 2
NC(=O)c1ccc(-n2nnnc2SCC(=O)Nc2ccccc2F)cc1 | 0.0 | -6 | -25 | -6 | -9 | 23 | -1 | -10 | 5 | 6
CSC1=NCCN1C(=O)Cc1cccs1 | · | 2 | -23 | -4 | 8 | 21 | -1 | -5 | -6 | -10
COc1cc(C(NC=O)C(=O)Nc2c(C)cccc2C)ccc1O (stereo not drawn) | -0.2 | -13 | 3 | 1 | 22 | 19 | -3 | -15 | 0 | 3
COc1cc(OC)cc(C(=O)Nc2nc3ccccc3[nH]2)c1 | 1.7 | -3 | -80 | 8 | 17 | 20 | -4 | -189 | 1 | 4
(cont.)
SMILES | HIF act | IEC-6 tox | KLF5 inhibitor | HSF1 inh | HSF1 activator | AI-2 QS mod | HSP90 refold inh | aSyn 5UTR inh | HDAC3 inhib | Platelet DG rel
CCOC(=O)c1oc2ccccc2c1NC(=O)c1cccc(OC)c1OC | 1.2 | -2 | -27 | -3 | -4 | 15 | 0 | 35 | 2 | -8
CCOC(=O)c1[nH]c(C)c(C(=O)N2CCc3c([nH]c4ccccc34)C2c2ccccn2)c1C (stereo not drawn) | -0.1 | 0 | -2 | 7 | 21 | 17 | 0 | 34 | · | 0
CC(C)Cc1c2c([nH]c(=S)c1C#N)CCCC2 | 0.4 | -10 | -2 | -7 | 2 | 37 | -2 | 17 | 18 | 8
COc1ccc(C2C(C(=O)c3ccco3)=C(O)C(=O)N2CC2CCCO2)cc1 (stereo not drawn) | 0.5 | -4 | -16 | -7 | 2 | 18 | 2 | 5 | 4 | -11
O=c1cc(-c2ccccc2)nc2nc(-c3ccccc3)[nH]n12 | -0.9 | -4 | -67 | 5 | 4 | 11 | -2 | -47 | 2 | 2
Cc1cccc(OCC(=O)N/N=C/c2sc(=O)n(Cc3cccc(C(=O)O)c3)c2Cl)c1 | 0.1 | -6 | -7 | -5 | 4 | 38 | -1 | 12 | 10 | 1
O=C(O)[C@H](Cc1ccccc1)Nc1ccc([N+](=O)[O-])cn1 | -0.7 | 11 | -20 | 6 | 18 | 26 | 2 | -2 | 1 | -7
O=C(CC(Cc1ccccc1)c1ccco1)NC1CCCCC1 (stereo not drawn) | 0.2 | 1 | 14 | 4 | -7 | 9 | -1 | -5 | -3 | -2
O=S(Cc1ccc(Br)cc1)Cc1nnc(SCc2c(F)cccc2Cl)n1-c1ccccc1 (stereo not drawn) | -0.6 | 6 | -7 | 6 | 12 | 10 | 3 | 28 | -3 | 2
COc1ccc(S(=O)(=O)N(Cc2nc3ccccc3c(=O)[nH]2)C2CCCC2)cc1 | -0.6 | 2 | -28 | 19 | 25 | 7 | 0 | 0 | -1 | -3
Cc1cccc(-c2nc3sc(C)cc3c(=O)o2)c1 | 0.5 | -3 | 3 | 2 | -4 | 13 | 1 | -6 | -1 | 2
O=C(Cc1cccc2ccccc12)N/N=C/c1ccc(O)c([N+](=O)[O-])c1 | -0.3 | -6 | 4 | 4 | -8 | 9 | 0 | -18 | -2 | 5
CCOC(=O)C1CCN(c2c(NCc3ccc(N(C)C)cc3)c(=O)c2=O)CC1 | 0.0 | -7 | 7 | -4 | -1 | 22 | -1 | 2 | -2 | 0
O=C(NCc1cccs1)c1ccncc1 | 0.2 | 7 | -10 | -7 | 3 | 29 | -1 | 8 | 7 | 2
O=C(Cn1nnc(N2CCCCC2)n1)c1ccc(Cl)c(Cl)c1 | -0.7 | 0 | 3 | -2 | -9 | -26 | 5 | 21 | 1 | -9
O=C(C1CCCCN1S(=O)(=O)c1ccccc1)N1CCN(C(c2ccccc2)c2ccccc2)CC1 (stereo not drawn) | -0.5 | -5 | -8 | -3 | 3 | 7 | 3 | 4 | 4 | 0
COc1ccc(NS(=O)(=O)c2ccc(OC)c(NC(=O)CCC3CCCCC3)c2)cc1 | -0.3 | -3 | -8 | 2 | 12 | 26 | 0 | 24 | 15 | -6
C/C(=N\NC(=O)COc1ccccc1-c1ccccc1)c1cccnc1 | 0.1 | 8 | 8 | -30 | -28 | -12 | 1 | 19 | 5 | -9
N#Cc1nc(Cc2ccccc2)oc1NCc1cccnc1 | -0.3 | -2 | 2 | 0 | 3 | 8 | -3 | 12 | -1 | 1
O=c1c2c(n3cnnc3n1-c1ccccc1)-c1ccccc1CC21CCCC1 | 0.2 | -4 | -11 | -4 | -2 | 14 | -4 | 37 | 3 | -2
NS(=O)(=O)c1cccc(NC(=O)COC(=O)CCSc2ccccc2)c1 | 0.2 | -1 | -27 | -6 | -5 | 21 | -3 | 27 | 5 | 11
CC(=O)Nc1cc(C(=O)O)ccc1S(=O)(=O)c1ccc(C)cc1 | -0.6 | -2 | 9 | -3 | 4 | 4 | -1 | 1 | 3 | -8
NC(=O)N=Nc1c(O)[nH]c2c(Br)cc(Br)cc12 | 0.6 | -5 | 6 | 3 | 44 | 1 | -4 | 20 | -4 | 1

In the list so far, these have a furan ring, fused or not:
SMILES | HIF act | IEC-6 tox | KLF5 inhibitor | HSF1 inh | HSF1 activator | AI-2 QS mod | HSP90 refold inh | aSyn 5UTR inh | HDAC3 inhib | Platelet DG rel
O=C(COC(=O)/C=C/c1ccc([N+](=O)[O-])cc1)NCc1ccco1 | 0.0 | 2 | 12 | -4 | 0 | 16 | 3 | 15 | 5 | 7
O=C(Cn1nc(C(F)(F)F)c2c1CCCC2)NCc1ccco1 | 0.0 | 2 | -3 | 3 | 19 | 21 | 2 | -23 | 9 | -1
O=C(CSc1ccc2c(c1)OCCO2)NCc1ccco1 | 0.0 | 1 | -15 | 7 | 7 | 6 | 0 | 11 | -5 | 6
CCOC(=O)c1oc2ccccc2c1NC(=O)c1cccc(OC)c1OC | 1.2 | -2 | -27 | -3 | -4 | 15 | 0 | 35 | 2 | -8
COc1ccc(C2C(C(=O)c3ccco3)=C(O)C(=O)N2CC2CCCO2)cc1 (stereo not drawn) | 0.5 | -4 | -16 | -7 | 2 | 18 | 2 | 5 | 4 | -11
O=C(CC(Cc1ccccc1)c1ccco1)NC1CCCCC1 (stereo not drawn) | 0.2 | 1 | 14 | 4 | -7 | 9 | -1 | -5 | -3 | -2

Only aSyn 5UTR inh, HIF act and IEC-6 tox, for 5 of the compounds above:
SMILES	aSyn 5UTR inh	HIF act	IEC-6 tox
NS(=O)(=O)c1cccc(NC(=O)COC(=O)CCSc2ccccc2)c1	27	0.2	-1
O=C(C1CCCCN1S(=O)(=O)c1ccccc1)N1CCN(C(c2ccccc2)c2ccccc2)CC1 (stereo not drawn)	4	-0.5	-5
C/C(=N\NC(=O)COc1ccccc1-c1ccccc1)c1cccnc1	19	0.1	8
CSC1=NCCN1C(=O)Cc1cccs1	-5	·	2
CCOC(=O)c1oc2ccccc2c1NC(=O)c1cccc(OC)c1OC	35	1.2	-2
